Compound activity: PubChem BioAssay, National Center for Advancing Translational Sciences (NCATS)
TbPYK inhibitor: qHTS of Trypanosoma Brucei Inhibitors | pyruvate kinase (Trypanosoma brucei), Q57TT1 | TbPYK enzyme, Kinase-Glo Plus ATP luminescence, 45 min | Potency, µM (highest dose often 76.8 µM), for the others: at the top dose activity, negative = inhibition, usual class: inhibitors | 410,000 compounds, 0.12% hits; also: potency is read from the fitted curve at half-maximal effect; % is scaled to controls: 0 for no effect and ±100 for the full control effect; nearly all actives have a fitted effect of over 50% in size
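Readout: single end-point luminescence (Kinase-Glo Plus, 10 min). Reaction conditions were TbPYK/substrate plus 130 uM ADP, 45 min at RT, pH 7.2 TEA buffer. No-enzyme wells served as controls, and data were normalized before concentration-response fitting.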
Shiga toxin inh: A qHTS for Small Molecule Inhibitors of Shiga Toxin. Vero cells, Shiga toxin protein synthesis inhibition reporter. inhibition, % at 38.7 µM. 290,000 compounds, 9.2% hits; in the data active = inhibition mostly above about 28%, no sharp cut-off; inactive = mostly below about 43%; also: 0% is about no effect
Cycloheximide cs: Cycloheximide Counterscreen for Small Molecule Inhibitors of Shiga Toxin | cell reporter, cycloheximide protein synthesis inhibition counterscreen | 300,000 compounds, 12% hits | max response, %; in the data active = max response mostly above about 13%, no sharp cut-off; inactive = mostly below about 14%; also: read at 38.3 µM for the half of the compounds with a filed dose; 0% is about no effect
Pf growth 96h: Primary qHTS for delayed death inhibitors of the malarial parasite plastid, 96 hour incubation; P. falciparum luciferase reporter growth, 96 h; Potency, µM (top dose mostly 28.7 µM), without a hit: at the top dose activity change, negative = inhibition, actives largely listed as inhibitors; 320,000 compounds, 6.9% hits; AID 504834, 2011; also: potency is read from the fitted curve at half-maximal effect; % is scaled to controls: 0 for no effect and ±100 for the full control effect
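Infected RBCs, 2% Hct / 0.05% parasitemia final; luciferase-reporter P. falciparum; cpd 96 h, 37 C, 5% CO2; luciferase detection reagent; luminescence.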
LmPK inh: qHTS Assay for Inhibitors of Leishmania Mexicana Pyruvate Kinase (LmPK) | Potency, µM (highest dose often 57.5 µM), for the others: at the top dose activity change, negative = inhibition, actives largely listed as inhibitors | purified LmPK, Kinase-Glo ATP luminescence, 1 h | Q27686 | 290,000 compounds, 0.37% hits; also: potency is read from the fitted curve at half-maximal effect; % is scaled to controls: 0 for no effect and ±100 for the full control effect
Target sequence (Q27686 whole entry, looked up): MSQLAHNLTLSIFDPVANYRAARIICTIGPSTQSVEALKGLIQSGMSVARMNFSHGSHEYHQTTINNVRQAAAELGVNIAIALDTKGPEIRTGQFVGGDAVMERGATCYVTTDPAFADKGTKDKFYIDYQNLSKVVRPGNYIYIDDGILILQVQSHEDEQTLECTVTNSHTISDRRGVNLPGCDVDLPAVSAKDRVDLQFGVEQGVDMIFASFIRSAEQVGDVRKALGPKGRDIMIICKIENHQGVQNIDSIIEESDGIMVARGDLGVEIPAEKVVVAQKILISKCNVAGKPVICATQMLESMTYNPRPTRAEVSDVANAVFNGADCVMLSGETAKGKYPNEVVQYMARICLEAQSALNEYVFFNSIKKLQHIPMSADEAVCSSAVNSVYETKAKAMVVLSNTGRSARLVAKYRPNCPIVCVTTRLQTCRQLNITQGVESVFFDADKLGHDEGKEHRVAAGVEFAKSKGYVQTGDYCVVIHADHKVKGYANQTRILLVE
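In 50 mM imidazole pH 7.2 with 7 mM MgCl2, LmPK (0.1 nM) turned over PEP (0.5 mM) and ADP (0.1 mM) for 1 h at room temperature. Luciferase read-out of ATP.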
AMA1 RON2 block: qHTS for Inhibitors of AMA1-RON; Towards Development of Antimalarial Drug Lead: Primary Screen. AlphaScreen AMA1-biotinylated RON2 peptide binding. Potency, µM (doses to about 58.2 µM), without a hit: top-dose activity change, negative = inhibition, actives largely listed as inhibitors. 360,000 compounds, 0.2% hits;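 also: potency is read from the fitted curve at half-maximal effect; 0% = vehicle wells and -100% = peptide control; nearly all actives have a fitted effect of over 45% in size; some results filed as inactive show a strong effect at the top dose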
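AMA1 (3D7) with his tag at 25 nM final met compounds first, then biotinylated RON2 peptide at 25 nM; detection used donor plus acceptor beads, 10 µg/mL apiece, read by AlphaScreen after 30 min at room temperature.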
Pf growth 48h: Primary qHTS for delayed death inhibitors of the malarial parasite plastid, 48 hour incubation. Potency, µM (titrated, usually from 28.7 µM), for the others: at the top dose activity change, negative = inhibition, hits mostly inhibitors. P. falciparum luciferase growth in erythrocytes, 48 h. 310,000 compounds, 5.9% hits; also: potency is read from the fitted curve at half-maximal effect; % is scaled to controls: 0 for no effect and ±100 for the full control effect
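A one-generation exposure of luciferase-tagged malaria parasites in RPMI 1640/Albumax erythrocyte culture, 37 C and 5% CO2. Inhibition is inferred from decreased luminescence after adding detection reagent.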
Active calls of the source: *; ? = inconclusive; nt = not tested or not shown; & = joins results of further samples; [ ] = dose if it differs, or a comment. Unless noted, calls follow the shape of the dose curve; as a rule, active = well fitted curve in the direction sought with a large enough effect; inconclusive = small, poorly fitted or top-dose-only effect, or another doubt; inactive = no such curve, though single readings can be large; an effect the other way counts as inactive or inconclusive. Compounds as they come; 21% or so of the library scored in one or more.

SMILES | TbPYK inhibitor | Shiga toxin inh | Cycloheximide cs | Pf growth 96h | LmPK inh | AMA1 RON2 block | Pf growth 48h
COc1ccc(NC(=O)C2CCN(S(C)(=O)=O)CC2)cc1OC | -1% | nt | -2 | 15% | 2% | 2% | -1%
Cc1ccc(NC(=O)c2c(C(F)(F)F)nn(C)c2SCc2ccc(Cl)cc2)cc1C | -10% | 46* | 22* | ? | 3% | 36%[activator] | ?
CCOc1nc(N=C(N)N)nc2c(C)cccc12 | 4% | -9 | -5 | 0.59µM* | 0% | -14% | 8.3µM*
CCOc1ccccc1OC(=O)c1ccco1 | 4% | -10 | 9 | -3% | -2% | 42%[activator] | 3%
CC(O)(CS(=O)(=O)Cc1ccccc1)C(=O)Nc1cccc(C(F)(F)F)c1 (centres undefined) | -2% | -18 | -2 | -36% | -2% | -1% | -16%
Cc1ccc2oc(-c3cccc(NC(=O)c4cc(-n5cnnc5)ccc4Cl)c3)nc2c1 | 6% | 10 | 8 | 73%[activator] | 2% | -23% | 51%[activator]
COc1ccc2c(c1)C1(C)CC(C)(C)N2C(=O)N1c1ccccc1 (centres undefined) | -11% | -17 | -1 | 10µM* | 9% | -8% | ?
CCOC(=O)Cn1c(=O)c2c(nc3n2CCN3Cc2ccccc2)n(C)c1=O | -9% | -20 | -2 | -2%[5.75 µM] | -3% | 7% | 10%
COc1ccc(C2=NS(=O)(=O)N(C)C(C(=O)Nc3ccc4c(c3)OCO4)=C2)cc1OC | -5% | 11 | 20* | 123%[activator] | -2% | -9% | -16%
CCn1c(SCC(=O)NC2CCCCC2)nc2ccccc2c1=O | -9% | 2 | -3 | 12µM* | -7% | 4% | 52%[activator]
O=C1CCCC2=C1C1(CCCC1)N=C(Nc1nc3ccccc3s1)N2 | 1% | -6 | -3 | 29% | 3% | 5% | -14%
CC(C)Cn1c(O)c(/C=C2\C=NN=C2c2ccccc2)sc1=S | -8% | -8 | -4 | ? | 0% | -25% | -3%
Cc1ccc(NC2CC(C)NC(=S)N2)cc1 (centres undefined) | -9% | -4 | -2 | 13% | 6% | -15% | 4%
Cc1ccc(OCC(=O)OCC(=O)c2cccc([N+](=O)[O-])c2)cc1C | 11% | -17 | 8 | ? | -1% | 4% | -17%
O=C(COC(=O)CCc1nc2ccccc2c(=O)[nH]1)Nc1ccc(Cl)cn1 | -26% | 3 | 8 | -10% | -2% | 2% | -2%

Complete entries from above. Values in the order: TbPYK inhibitor, Shiga toxin inh, Cycloheximide cs, Pf growth 96h, LmPK inh, AMA1 RON2 block, Pf growth 48h
`Cc1ccc(NC2CC(C)NC(=S)N2)cc1` (centres undefined) reads -9%, -4, -2, 13%, 6%, -15%, 4%
`CC(C)Cn1c(O)c(/C=C2\C=NN=C2c2ccccc2)sc1=S` reads -8%, -8, -4, ?, 0%, -25%, -3%
`CC(O)(CS(=O)(=O)Cc1ccccc1)C(=O)Nc1cccc(C(F)(F)F)c1` (centres undefined) reads -2%, -18, -2, -36%, -2%, -1%, -16%
`CCOc1nc(N=C(N)N)nc2c(C)cccc12` reads 4%, -9, -5, 0.59µM*, 0%, -14%, 8.3µM*
`O=C1CCCC2=C1C1(CCCC1)N=C(Nc1nc3ccccc3s1)N2` reads 1%, -6, -3, 29%, 3%, 5%, -14%

The list continues:
SMILES | TbPYK inhibitor | Shiga toxin inh | Cycloheximide cs | Pf growth 96h | LmPK inh | AMA1 RON2 block | Pf growth 48h
Cc1ccc(NC(=O)/C(=C\c2cccc(Br)c2)NC(=O)c2ccco2)cc1 | 4% | -6 | -1 | ? | -2% | -3% | ?
O=C(NCC(c1ccco1)N1CCc2ccccc2C1)c1cccc([N+](=O)[O-])c1 (centres undefined) | -1% | nt | nt | 0% | nt | -9% | ?
Cc1cccc(NC(=O)Cn2cnc3c(oc4nc5c(cc43)COC(C)(C)C5)c2=O)c1 | 3% | 25 | 13 | 0% | 2% | -2% | 0%
CCOC(=O)c1cc2c(ccn2C)n1CC(=O)N(C)C | -1% | -4 | 5 | 44%[activator] | 11% | -2% | 21%
Cc1ccccc1N1CCN(C2CCCN(C(=O)c3ocnc3C)C2)CC1 (centres undefined) | 4% | -9 | 1 | 81% | 1% | -4% | -4%
OCCNCc1cc(Br)ccc1OCc1ccc(Cl)cc1Cl | -5% | 9 | -4 | 236%[activator] | 1% | -1% | ?
COc1ccc(C(=O)NCCSC2CCCCC2)cc1 | -4% | 80* | 42* | 132%[activator] | 3% | 35% | 31%[activator]
NC(=O)NNc1cccc(Cl)n1 | -3% | 26 | -1 | 80%[1.15 µM] | 3% | 22% | 55%[activator]
CCCCCCn1c(COc2ccccc2F)nnc1SCC(=O)c1c(N)n(C)c(=O)n(C)c1=O | nt | -11 | -4 | ? | -2% | nt | ?
O=C(CCN1C(=O)C2C3C=CC(C3)C2C1=O)N1CCN(c2cccc(Cl)c2)CC1 (centres undefined) | -1% | 2 | -2 | 44%[activator] | 3% | 6% | ?
C=CCn1c(O)c(C=NCCN2CCNCC2)c(=O)[nH]c1=O | -5% | -33 | -3 | 12% | -17% | 15% | nt
COc1ccccc1NC(=O)Nc1ccccc1N1CCOCC1 | -3% | 31 | 13 | 13% | -2% | -1% | 11%
O=C(CNC(=S)N(Cc1ccc(F)cc1)C1CCCCC1)NCCN1CCOCC1 | -2% | -11 | -10 | 112%[activator] | -1% | 3% | ?
COC(=O)CSc1nnc(Cc2cc(=O)[nH]c(=O)[nH]2)n1-c1cccc(OC)c1 | -15% | -11 | 2 | nt | 2% | -4% | 11%
COc1ccc(NC(=O)COc2nsnc2N2CCOCC2)cc1 | 4% | -4 | 4 | 4% | 0% | 8% | 6%
COc1cc([N+](=O)[O-])cc(/C=N/NC(=O)c2cccnc2)c1O | -1% | 6 | -2 | ? | -2% | -19% | 1%
Cc1noc(NS(=O)(=O)c2ccc(NC(=O)C(Cl)(Cl)Cl)cc2)c1C | 8% | 5 | -3 | ? | 5% | 21% | 21%
COc1cccc(N2CCN(c3ccc4nnc(CCC(=O)Nc5cc(C)ccn5)n4n3)CC2)c1 | 4% | 0 | 1 | 26% | -4% | -1% | ?
CC(C(=O)N(C)C1CCCCC1)N1CCC(C(N)=O)CC1 (centres undefined) | 0% | 4 | -4 | -3% | 1% | -5% | 10%
O=C(Nc1ccc2c(c1)OCCO2)c1cccc(S(=O)(=O)N2CCOCC2)c1 | 4% | 68* | 28 | nt | -3% | ? | 79%[activator]
CCN1CCN(CCOc2cccc(Oc3ccccc3)c2)CC1 | 3% | 16 | 10 | 32% | -3% | ? | -8%
Cc1cccc(-n2nnc3cnn(C)c3c2=O)c1 | 0% | 8 | -2 | ? | -2% | 1% | -40%
Cc1cc2c(cc1C)CN(c1ccccc1)C2 | -13% | 66* | 48* | ? | 16µM* | -7% | 2%
Cc1cc(=O)[nH]c2c(N=Nc3ccc(O)cc3)c(N)nn12 | -10% | -7 | -5 | 5% | -15% | 87%[activator] | -18%
COc1ccc(Br)cc1CNc1ccc(N2CCOCC2)cc1 | -21% | 17 | 9 | 3% | -6% | -29% | ?
COc1ccc(/C=C/C(=O)Nc2ccc(-n3nncc3-c3ccc(OC)c(OC)c3)cc2)cc1OC | 5% | 13 | -1 | 0% | 5% | 0% | ?
O=C(NCc1cccc(C(F)(F)F)c1)c1ccc[nH]1 | -4% | -10 | -2 | 15% | 11% | -5% | 7%
C=CCNC(=O)Nc1cc(Cl)ccc1OC | -12% | 31 | -3 | ? | 7% | -3% | 45%[activator]
COc1cccc(N2CCN(C(=O)c3[nH]c(C)c(C(C)=O)c3C)CC2)c1 | 1% | -12 | -5 | 42%[activator] | 3% | -9% | 16%
COc1ccc(C(=O)NC(=S)Nc2nc(C)cc(C)n2)cc1Br | 2% | 3 | 21* | ? | 3% | 38%[activator] | 22%
COc1cccc(C(=O)Oc2ccc3c(C)cc(=O)oc3c2C(C)=O)c1 | -2% | 9 | -2 | -109% | 2% | 8% | 15%
CCOc1ccc(NC(=O)CCc2ccc(C)o2)cc1 | 0% | 59 | 12 | 3% | -5% | -8% | 21%
O=c1c2ccccc2nc(N2CCCC2)n1-c1ccccc1 | -3% | -9 | -4 | ? | 6% | -2% | nt
COc1ccc(/C=C/C(=O)c2c(O)cc(C)oc2=O)c(OC)c1 | 2% | 8 | 24* | 21% | 14µM* | 13% | 116%[activator]
CCN(C(=O)CN1CCN(c2ccccc2OC)CC1)c1c(N)n(Cc2ccccc2)c(=O)[nH]c1=O | 0% | -2 | -1 | 7% | -11% | 29% | ?
NC(=O)NOCc1ccc(F)cc1Cl | -1% | -3 | 9 | 34%[activator] | -1% | 1% | 38%[activator]
COc1ccc(CCCc2nnc(SCC(=O)Nc3cc(C)ccc3C)o2)cc1 | -1%&1% | 8 | -1 | ? | -2% | 1% | nt
Cc1ccc2c(c1)N(CC(=O)NC1CCC(C)CC1)C(=O)c1cccnc1O2 (centres undefined) | -1% | -2 | 2 | ? | -2% | 19% | ?
COc1ccccc1C(=O)Nc1ccc(OC(C)C(=O)N2CCOCC2)cc1 (centres undefined) | 1% | nt | nt | ? | nt | -11% | -22%
Cc1cc[n+](C2=C([O-])c3ccccc3C(=O)/C2=N\S(=O)(=O)c2cccs2)cc1C | -5% | 10 | -5 | 3.3µM* | -4% | -8% | 2.6µM*
Cc1ccc(NC(=O)c2cc3nc(C)cc(C)n3n2)cc1 | -19% | 101* | 47* | 264%[activator] | -1% | 10% | nt
CCCn1cc(CN2CCC(n3nccc3NC(=O)C(OC)c3ccccc3)CC2)c(C)n1 (centres undefined) | 3% | -6 | 2 | -1% | -1% | 9% | -3%
COc1cc(C2C(C(=O)c3ccc(C)o3)=C(O)C(=O)N2CCc2ccccc2)ccc1O (centres undefined) | 2% | -14 | -2 | ? | 1% | 27% | 56%[activator]
O=C(c1ccccc1)C1C(=O)c2ccccc2C1=O | 0% | -7 | 1 | 14% | -1% | -3% | 0%
Cc1cc(C)c2c3c(sc2n1)C(=O)N(c1ccccc1C)CC(=O)N3 | 1% | -8 | -1 | 0% | -18% | -10% | 63%[activator]
O=C(O)c1cc(N/N=C/c2cccs2)ccc1Cl | nt | 95* | 49* | 135%[activator] | -4% | nt | 122%[activator]
CCONC(=O)Nc1ccccc1 | 2% | -4 | 1 | 36%[activator] | -4% | -9%[11.6 µM] | 17%
Cc1ccccc1CNC(=O)C1CCC(=O)N(C2CCCCCC2)C1 (centres undefined) | -8% | -12 | -4 | -24% | -2% | 12% | 21%
O=C(Nc1cccc(Cl)c1)c1ccccc1 | 1% | nt | nt | 85%[activator] | nt | 15% | 24%
COC(=O)c1ccccc1NC1CC(=O)N(c2c(C)cccc2C)C1=O (centres undefined) | -4% | -16 | 8 | nt | 3% | 4% | -20%
